Screening results as filed in PubChem.
Rac1 GTP hydrolysis – MgcRacGAP GTPase-activating activity inhibitors, confirmation, biochemical, ADP Hunter fluorescence | MgcRacGAP-stimulated Rac1 GTP hydrolysis, ADP Hunter fluorescence; higher % means a stronger effect; GST-tagged Rac1 F28L mutant substrate | inhibition, % at 30 µM; hits with a dose series show IC50 in µM | hit rate 0.6% among 340,000 | AID 624330;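 active means first-screen hits whose inhibition reached a set limit at any dose in the follow-up dose series; inconclusive means inhibition above the set first-screen limit but never retested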;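 further: fluorescence reports GDP produced by GAP-driven GTP hydrolysis; strong numbers were not always called active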
T cell modulator – modulates CD8 T cell binding to vesicles; calls only at 7 µM; hit rate 0.068% among 330,000; 2C CD8+ T cell-vesicle binding, flow cytometry; active compounds read low;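 active means response, share of CD8 T cells binding vesicles, and their 90th percentile fluorescence all below set limits, cut at about 80% in these data, passing the limit was not always enough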
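Read-out – percent CD8+ FL2 mean versus row control · System – murine 2C transgenic CD8+ T lymphocytes · Times – 1.5 h cell–vesicle binding at 37 °C, then 20 min icy labelling · Control set – naked vesicles low, QL9 vesicles with vehicle high · Detection – cytometric PE anti-B7-1 and Alexa647 anti-CD8 signals after 1% paraformaldehyde fixation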
SV40 large T antigen – SV40 large T antigen inhibitors, biochemical (AID 1903) | SV40 large T antigen ATPase/helicase inhibition assay; higher % means a stronger effect | inhibition, % at 20 µM; hits with a dose series show IC50 in µM | hit rate 0.39% among 310,000; in the data active means a potency from the dose series; inconclusive means inhibition mostly from about 32% at the one dose, without a potency; inactive means the rest, 99 in 100 with inhibition below about 32%; further: strong numbers were not always called active
TNAP activation fold – human TNAP enzyme activators, primary screen, biochemical, luminescent, no phosphate acceptor, uHTS (AID 1001). purified TNAP, luminescent activation assay, no phosphate acceptor; higher activation fold means a stronger effect. activation fold at 20 µM, or EC50 in µM where a hit was titrated. hit rate 0.03% among 200,000; in the data active means activation fold from about 3, or a potency from the dose series; inactive means the rest, 99 in 100 with activation fold below about 1.6; further: many of its hits are not listed in these tables
Myeloid diff MLP – myeloid differentiation induction; AID 624256; hit rate 1% among 360,000; calls only at 10 µM; ER-HoxA9 myeloid progenitors, lysozyme-GFP differentiation, flow cytometry;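 active means normalized GFP-positive differentiation at or above the plate's own cutoff, the solvent-only control mean plus 3 SD; inconclusive means no clear call, values can overlap the other calls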;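 further: cells exposed to compound for four days before flow analysis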
RSV CPE inhibition – RSV antiviral activity via CPE protection, HEp-2 cells, primary 10 µM value included (AID 2391). HEp-2 cells, RSV-induced CPE inhibition; higher % means a stronger effect. hit rate 0.13% among 310,000. CPE inhibition, % at 10 µM; hits with a dose series show IC50 in µM; in the data active means a potency from the dose series; inconclusive means CPE inhibition mostly from about 23% at the one dose, without a potency; inactive means the rest, 99 in 100 with CPE inhibition below about 21%; further: strong numbers were not always called active
UTI89 phage lysis – inhibition of K1F phage lysis, E. coli UTI89, bacterial capsule biogenesis inhibitors, alamar blue (AID 488966); E. coli UTI89 K1F phage lysis, alamar blue, 2 h; higher % means a stronger effect; inhibition, % at 100 µM; hits with a dose series show IC50 in µM; hit rate 0.02% among 340,000;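 active means phage lysis inhibition, versus mean bacterial control, above a set limit; inconclusive means no clear call, values can overlap the other calls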;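 further: capsule biogenesis inhibitors block K1F phage lysis so surviving cells raise fluorescence; higher fluorescence means more inhibition of phage lysis; actives were called in the ten point dose series up to 300 µM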
PhoP inhibition – PhoP-dependent GFP reporter repression – Salmonella Typhimurium, primary screen (AID 1863); S. Typhimurium PhoP-regulated promoter GFP reporter, 4 h; higher % means a stronger effect; inhibition, % at 50 µM; hits with a dose series show IC50 in µM; hit rate 0.16% among 300,000;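 active means inhibition over 29.93%, a cutoff 3 SD above the screen mean, later confirmed by dose response; inconclusive means inhibition over 29.93% but no dose response follow-up; inactive means inhibition at most 29.93% or unconfirmed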;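 further: 0% = low Mg2+ inducing control and 100% = high Mg2+ repressing control; strong numbers were not always called active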
NTR1 agonist – NTR1-driven beta-arrestin-GFP spot formation – imaging, U2OS cells, high content, primary screen (AID 493036) | P30989 | agonist mode | activation, % at 20 µM | hit rate 0.17% among 330,000;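 active means activation at or above 40% of the spot to cytoplasm intensity ratio, with at least 20 cells analyzed; inconclusive means wells under 20 cells, flagged as cytotoxic or low count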;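 further: 0% = DMSO without peptide and 100% = 100 nM NTR1 peptide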
Target sequence (P30989 whole entry, looked up): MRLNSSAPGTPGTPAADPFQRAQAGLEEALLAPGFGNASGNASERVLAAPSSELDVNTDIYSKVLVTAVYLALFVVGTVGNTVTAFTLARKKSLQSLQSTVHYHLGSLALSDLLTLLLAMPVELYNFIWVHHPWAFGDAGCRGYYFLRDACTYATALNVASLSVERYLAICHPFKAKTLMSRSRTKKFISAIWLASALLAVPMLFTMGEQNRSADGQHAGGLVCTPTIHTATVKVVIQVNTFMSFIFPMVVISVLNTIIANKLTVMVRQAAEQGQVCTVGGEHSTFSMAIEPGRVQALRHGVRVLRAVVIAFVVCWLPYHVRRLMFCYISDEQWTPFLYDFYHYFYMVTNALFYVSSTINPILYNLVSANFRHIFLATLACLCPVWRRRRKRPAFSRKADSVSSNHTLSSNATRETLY
T cell modulator vesicle-bound % – recorded beside T cell modulator, whose call it bears; double positive events, %; measured here: CD8+ vesicle-bound cell fraction;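 binding gate set so that unloaded-vesicle control wells show 10% double positive cells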
NTR1 agonist cell count 20 µM – also measured in NTR1 agonist; calls as there; cell count; measured here: cell count, cytotoxicity flag
Myeloid diff MLP GFP+ MAC1+ % – also measured in Myeloid diff MLP; calls as there; GFP+ MAC1+ double positive, %; measured here: differentiation confirmed by MAC1 staining
Numbers without * were called inactive; i = inactive; ? = inconclusive; nt = not tested or not shown; [ ] = remark or other dose.

Compound	NTR1 agonist cell count 20 µM	UTI89 phage lysis	PhoP inhibition	RSV CPE inhibition	NTR1 agonist	Myeloid diff MLP GFP+ MAC1+ %	T cell modulator vesicle-bound %	SV40 large T antigen	Rac1 GTP hydrolysis	T cell modulator	TNAP activation fold	Myeloid diff MLP
O=C(Nc1cnn(Cc2ccccc2)c1)NC12CC3CC(CC(C3)C1)C2	77	0.8%	14%	2.5%	-1.7	0.4	43	10%	9%	i	1.2	i
CCN(CC)c1nc(OC)nc(-n2nnc(C(C)=O)c2C)n1	48	1.4%	10%	nt	0.5	0.9	35	-8%	13%	i	1.2	i
CC(NCC(O)COCc1cccs1)C1CC2CCC1C2 (stereo not given)	76	0.2%	1%	-0.8%	5.2	0.8	15	12%	7%	i	1.1	i
Cc1cc(NC(=O)c2ccc3c(c2)C(=O)N(CCC(C)C)C3=O)no1	51	0.5%	-5%	0.5%	2.9	1.0	32	0%	10%	i	1.1	i
NCCCn1c(C(=O)c2ccc(Cl)cc2)c2ccc([N+](=O)[O-])cc2[n+]1[O-]	63	3.2%	nt	-2.0%	1.0	nt	49	9%	8%	i	nt	?
CS(=O)(=O)c1nc(-c2ccccc2)cc(-c2ccccc2)c1C#N	84	0.2%	-2%	-1.7%	6.6	nt	53	10%	3%	i	1.1	?
O=C(NNC(=O)C1C2CCCCC21)c1coc(=O)c(Br)c1 (stereo not given)	53	0.4%	-3%	4.3%	2.3	0.3	40	24%	14%	i	nt	i
O=C(c1ccccc1)N1CCN(C(=O)c2ccc(OC(F)(F)F)cc2)CC1	45	0.3%	0%	2.8%	-0.1	0.9	29	6%	10%	i	1	i
COC(=O)c1cc(C(=O)OCC(=O)NC(=O)c2ccccc2)cc([N+](=O)[O-])c1	60	0.4%[50 µM]	-1%	-0.7%	-0.5	0.5	34	13%	3%	i	nt	i
COc1ccc(OC)c(Cc2nnc(CCC(=O)NC3CCCCC3)o2)c1	56	0.1%	1%	1.5%	0.2	0.2	29	7%	1%	i	0.9	i
CC(Sc1nc(-c2ccc(F)cc2)cs1)C(=O)N1c2ccccc2CC1C (stereo not given)	71	0.3%	0%	13%	1.3	0.5	64	12%	13%	i	1.1	i
COc1cccc(-c2cc(C(=O)NCc3ccco3)no2)c1	66	5.1%	13%	-0.3%	-1.7	0.7	7	0%	8%	i	1.1	i
O=C(CO)N/N=C/c1c2ccccc2cc2ccccc12	105	-0.3%	5%	3.2%	0.7	0.4	52	18%	-6%	i	1	i
COc1cccc(NC(=O)CSc2nc3c(sc4ccccc43)c(=O)n2CCCN2CCCC2)c1	48	0.0%	3%	9.4%	21	1.2	12	18%	5%	i	nt	i
CCOc1ccc(CC(=O)Nc2c(C(N)=O)oc3ccccc23)cc1OCC	56	4.8%	0%	1.4%	0.7	0.7	32	18%	9%	i	1	i
C=C(C)CSc1[nH]c(=O)cc(C)c1C#N	55	nt	-4%	-0.2%	1.8	0.3	nt	24%	nt	nt	1.1	i
O=C(Nc1ccc(F)cc1)N1CCN2C(=O)c3ccccc3C12c1ccccc1 (stereo not given)	40	0.0%	4%	4.0%	2.9	1.5	41	16%	6%	i	1.2	i
CCOC(=O)C1(CCCc2ccccc2)CCN(C(=O)CCCn2cncn2)CC1	36	0.3%	-7%	2.1%	1.1	0.8	6	8%	-39%	i	1.1	i
COc1ccccc1C(C)NC(=O)CCNC(=O)c1ccc(Cl)cc1 (stereo not given)	46	0.9%[50 µM]	nt	nt	-1.2	1.6	44	nt	5%	i	nt	i
CCOCCn1cnc2sc(C(=O)Nc3nc(C)c(C(=O)OCC)s3)c(C)c2c1=O	63	nt	nt	2.6%	0.3	nt	1	nt	nt	i	1.1	nt

New compounds follow
Compound	NTR1 agonist cell count 20 µM	UTI89 phage lysis	PhoP inhibition	RSV CPE inhibition	NTR1 agonist	Myeloid diff MLP GFP+ MAC1+ %	T cell modulator vesicle-bound %	SV40 large T antigen	Rac1 GTP hydrolysis	T cell modulator	TNAP activation fold	Myeloid diff MLP
COc1ccc2[nH]c(=O)c(CN(Cc3cccs3)S(=O)(=O)c3c(C)ccc4nsnc34)cc2c1	81	0.1%	19%	-3.0%	0.1	0.3	25	0%	0%	i	1.1	i
O=S(=O)(c1cccs1)N1CN(CC2CCCO2)c2nc3ccccc3nc21 (stereo not given)	43	2.0%	17%	2.6%	-1.2	7.1	18	61%	-1%	i	1.1	i
COc1ccc(-n2c(COc3ccccc3)nnc2SCc2ccc(C#N)cc2)cc1	101	0.0%	-10%	1.3%	2.3	1.2	49	6%	7%	i	1.1	i
O=C(Nc1cccc(C(F)(F)F)c1)c1cccnc1N1CCCC1	47	0.3%	-15%	-0.3%	0.4	0.7	22	2%	10%	i	1.1	i
COc1cc(C(=O)N2CCC(n3c(C)nc4cc(F)ccc43)CC2)cc(OC)c1OC	84	0.7%	5%	1.1%	-2.6	0.9	19	9%	5%	i	1	i
Cc1c(NC(=O)c2ccc([N+](=O)[O-])o2)cccc1-c1nc2ncccc2o1	46	-0.5%	2%	13%	11	nt	19	-2%	1%	i	nt	?
Cc1ccc(C=Nc2ccc(N(C)C)cc2)o1	54	-0.9%	3%	2.6%	9.9	7.5	59	21%	?	i	1.1	i
CCCCCN(C(=O)CCC(=O)OCCOc1ccc(OCC)cc1)c1c(N)n(CCCC)c(=O)[nH]c1=O	46	-0.2%[50 µM]	8%	-1.3%	2.5	0.2	14	15%	3%	i	nt	i
Cc1ccccc1N1C(=O)N(c2cccc(C(F)(F)F)c2)C2CS(=O)(=O)CC21 (stereo not given)	47	3.3%	-1%	3.2%	-1.4	0.7	36	0%	6%	i	1.1	i
Nc1cccc(-c2nc3ncccc3o2)c1	45	0.1%	1%	0.2%	-1.1	0.5	43	3%	6%	i	nt	i
Nc1[nH]c(=S)[nH]c(=O)c1-c1ccccc1	85	2.3%	7%	1.5%	-1.3	1.1	45	8%	5%	i	1.1	i
COc1cccc(-c2nnc(NC(=O)c3ccc(S(=O)(=O)N4CCOCC4)cc3)o2)c1	88	-2.2%	2%	0.9%	-2.2	0.8	30	6%	8%	i	1.1	i
O=C(N/N=C\c1ccc(F)cc1)c1cc(OCC(F)(F)F)ccc1OCC(F)(F)F	101	0.1%	-3%	0.6%	2.7	0.4	56	28%	4%	i	1.1	i
CCC(NC(=O)c1ccccc1Br)c1ccccc1 (stereo not given)	46	-0.4%	-3%	1.7%	-0.1	0.8	34	10%	-15%	i	1	i
CCOc1ccc(N(CC(=O)NC(C)(C)C)S(=O)(=O)c2c(C)noc2C)cc1	58	-0.6%	2%	-0.2%	-1.8	2.6	43	10%	4%	i	1.1	i
Cc1ccc(S(=O)(=O)N2CCC(C(=O)OCC(=O)NCc3cccc(Cl)c3)CC2)cc1C	43	-0.4%[50 µM]	nt	nt	-0.1	0.3	38	nt	5%	i	nt	i
O=C(CCSc1ccccc1)NCCN1CCOCC1	54	1.7%	-5%	-0.3%	-2.0	3.2	27	0%	8%	i	1	i
Cc1ccc(NC(=O)c2cc(N3C(=O)C=CC3=O)ccc2N2CCOCC2)cc1Cl	nt	-13%	-14%	0.2%	nt	0.4	36	23%	12%	i	1.1	i
COC(=O)Cn1c(=O)c2c(nc3n2CCCN3Cc2ccccc2)n(C)c1=O	86	0.0%	-5%	4.1%	1.2	0.6	63	9%	10%	i	nt	i
CCC1CCCCN1c1nc(-c2cccc(OC)c2O)nc2ccccc12 (stereo not given)	75	1.2%	10%	13%	22	nt	16	5%	3%	i	1.1	?

An excerpt from further up, as a working copy:
Compound	NTR1 agonist cell count 20 µM	UTI89 phage lysis	PhoP inhibition	RSV CPE inhibition	NTR1 agonist	Myeloid diff MLP GFP+ MAC1+ %	T cell modulator vesicle-bound %	SV40 large T antigen	Rac1 GTP hydrolysis	T cell modulator	TNAP activation fold	Myeloid diff MLP
Cc1ccc(NC(=O)c2cc(N3C(=O)C=CC3=O)ccc2N2CCOCC2)cc1Cl	nt	-13%	-14%	0.2%	nt	0.4	36	23%	12%	i	1.1	i
COC(=O)Cn1c(=O)c2c(nc3n2CCCN3Cc2ccccc2)n(C)c1=O	86	0.0%	-5%	4.1%	1.2	0.6	63	9%	10%	i	nt	i
CCC1CCCCN1c1nc(-c2cccc(OC)c2O)nc2ccccc12 (stereo not given)	75	1.2%	10%	13%	22	nt	16	5%	3%	i	1.1	?

(next part)
Compound	NTR1 agonist cell count 20 µM	UTI89 phage lysis	PhoP inhibition	RSV CPE inhibition	NTR1 agonist	Myeloid diff MLP GFP+ MAC1+ %	T cell modulator vesicle-bound %	SV40 large T antigen	Rac1 GTP hydrolysis	T cell modulator	TNAP activation fold	Myeloid diff MLP
Cc1cc(C)cc(C(=O)NC(CC(N)=O)c2ccc(NCC3CC3)c([N+](=O)[O-])c2)c1 (stereo not given)	87	-0.6%	nt	-1.4%	-0.4	0.7	34	12%	4%	i	nt	i
CCOC(=O)CN(C(=O)COc1nc(-c2ccccc2)cc(C)c1C#N)c1ccccc1	51	0.5%	-1%	3.4%	3.3	0.6	21	5%	7%	i	nt	i
CCOC(=O)N1CCN(CCC(=O)Nc2cc(C)ccc2C)CC1	71	0.1%	3%	-2.6%	-0.6	0.2	36	-12%	14%	i	nt	i
C1CCN(CCCNC2C3CC4CC(C3)CC2C4)C1 (stereo not given)	38	11%	12%	-0.5%	-0.4	0.1	44	8%	6%	i	1	i
